Compound activity as filed in PubChem BioAssay.
HDAC3 inhib = blocks human histone deacetylase 3; O15379; recombinant HDAC3, fluorogenic peptide/trypsin coupled, fluorescence; inhibition, % at 8.3 µM; hit rate 0.15% among 320,000; AID 2718; in the data active = inhibition above about 26%, passing the limit was not always enough; inconclusive = no clear call, values can overlap the other calls
TRPC6 activator = activates the mouse TRPC6 cation channel. HEK293-TRPC6 membrane potential dye fluorescence; hits give high values. B-score at 10 µM. hit rate 0.13% among 310,000. AID 2550;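 active = B-score of the integrated fluorescence ratio above library mean plus 3 SD, and starting fluorescence ratio within library mean plus 5 SD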;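 note: higher score means more depolarization so channel activation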
ANO1 block = blocks the mouse calcium-activated chloride channel TMEM16A; AID 588511; normalized B-score (activity score, 25-100; higher = stronger inhibition) at 10 µM; hit rate 1.2% among 310,000; HEK293 TMEM16A/YFP iodide influx fluorescence, ionomycin; Q8BHY3;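 active = ratio plate-corrected score three or more library SD toward inhibition, starting fluorescence score within five deviations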;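 note: score derived from kinetic fluorescence span divided by baseline fluorescence per well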
Target sequence (Q8BHY3 whole entry, looked up): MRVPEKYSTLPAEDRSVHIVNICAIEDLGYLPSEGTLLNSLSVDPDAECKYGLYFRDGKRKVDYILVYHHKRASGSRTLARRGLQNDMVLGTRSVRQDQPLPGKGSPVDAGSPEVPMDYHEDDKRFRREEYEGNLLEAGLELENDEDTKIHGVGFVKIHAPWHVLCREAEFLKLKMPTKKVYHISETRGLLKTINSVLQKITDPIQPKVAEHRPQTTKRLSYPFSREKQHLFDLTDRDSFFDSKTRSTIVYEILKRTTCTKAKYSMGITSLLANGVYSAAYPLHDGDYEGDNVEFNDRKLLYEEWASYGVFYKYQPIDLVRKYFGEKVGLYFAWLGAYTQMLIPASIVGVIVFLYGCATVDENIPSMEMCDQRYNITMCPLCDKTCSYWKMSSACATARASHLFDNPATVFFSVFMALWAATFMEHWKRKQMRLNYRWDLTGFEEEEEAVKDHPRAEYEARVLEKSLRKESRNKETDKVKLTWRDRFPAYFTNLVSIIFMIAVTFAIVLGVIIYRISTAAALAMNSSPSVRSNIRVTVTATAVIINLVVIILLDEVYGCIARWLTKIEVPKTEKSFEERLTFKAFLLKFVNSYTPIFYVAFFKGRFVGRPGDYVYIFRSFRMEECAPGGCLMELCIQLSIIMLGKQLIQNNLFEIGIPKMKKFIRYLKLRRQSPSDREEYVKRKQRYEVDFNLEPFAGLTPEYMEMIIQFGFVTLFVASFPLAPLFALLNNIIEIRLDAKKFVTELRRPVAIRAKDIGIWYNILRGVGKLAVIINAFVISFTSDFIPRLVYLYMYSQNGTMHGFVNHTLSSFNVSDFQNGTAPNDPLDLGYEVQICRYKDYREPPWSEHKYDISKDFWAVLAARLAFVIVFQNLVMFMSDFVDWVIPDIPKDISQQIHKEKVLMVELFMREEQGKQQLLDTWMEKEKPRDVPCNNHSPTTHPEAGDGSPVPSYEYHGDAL
TRPC6 inhibitor = blocks the mouse TRPC6 cation channel; Q61143; HEK293-TRPC6, membrane potential dye, ACh-evoked depolarization; hits give low values; B-score at 10 µM; hit rate 1.1% among 310,000;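 active = B-score under library mean minus 3 SD, initial fluorescence not abnormally high, positive integrated signal ratio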;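 note: B-score derived from integrated fluorescence ratio over the kinetic read; more negative B-score means stronger inhibition of depolarization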
RGS4 pot = RGS4 potentiation or activation | AID 463111 | HEK293 M3R/inducible RGS4, carbachol calcium flux Fluo4; hits give low values | B-score at 10 µM | hit rate 0.92% among 310,000;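 active = B-score of the integrated calcium signal more than 4 SD below the library mean, with starting fluorescence not abnormally high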;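 note: negative B-score means reduced calcium response which marks RGS4 activation or potentiation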
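Material: Inducible-RGS4 HEK293 cells carrying M3 receptor; also added: carbachol at ECmax as muscarinic agonist stimulus; incubation: compound preincubation 20 min at room temperature before agonist; signal: Fluo4-AM (2 µM) calcium-flux fluorescence, kinetic read; measure: integrated calcium ratio converted to B score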
MrgX1 antag = blocks BAM8-22 activation of human MrgX1 receptor | Q96LB2 | AID 588676 | hit rate 1.3% among 310,000 | B-score at 10 µM | MRGX1-HEK293 calcium flux, Fluo-4, BAM8-22 antagonism; hits give low values;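 active = calcium-response B-score plate-corrected more than 3 library SD below zero, starting fluorescence within 5 deviations, no agonist response on first addition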;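 note: peak minus trough fluorescence over baseline after final BAM8-22 challenge near maximal dose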
SKKanGAS inh = inhibitors of SKKanGAS S. pyogenes growth in kanamycin (SK-promoter or general growth effect); BacTiter-Glo, 6 h; inhibition, % at 7.5 µM; hit rate 1.3% among 300,000;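 active = mean replicate score, as percent of positive control median, at least 50; inconclusive = mean below 50 but one replicate at or above 50; inactive = mean and every replicate below 50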;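 note: strain carries kanamycin resistance gene driven by streptokinase promoter and grows in 40 µg/ml kanamycin; loss of luminescence reflects streptokinase promoter inhibition or plain growth inhibition; 0% = median of DMSO wells and 100% = positive control at its reference dose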
RGS4 block = human RGS4 inhibition; P49798; AID 463165; B-score at 10 µM; HEK293 M3R/RGS4 inducible, Fluo-4 calcium flux; hits give high values; triggered by carbachol at its EC20; hit rate 0.45% among 310,000;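 active = B-score, a plate-corrected calcium signal, over three deviations above library mean, with baseline fluorescence within five deviations of library mean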;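 note: RGS4 expression induced by doxycycline in cells with stable M3 receptor; B-score is computed from the integrated fluorescence ratio over baseline after carbachol; higher B-score means a larger calcium signal and so more RGS4 inhibition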
MrgX1 PAM = human MrgX1 positive allosteric modulation, primary screen. AID 588675. hit rate 0.63% among 310,000. Q96LB2. B-score at 10 µM. MrgX1-HEK293, Fluo-4 calcium flux, FDSS; hits give high values;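 active = plate-corrected calcium response at least 3 library SD above typical, normal starting fluorescence, not activating the receptor alone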;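 note: compound read alongside a low EC10 to EC30 dose of BAM8-22 agonist; peak minus trough fluorescence over baseline measured at the second addition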
TMEM16A act = mouse TMEM16A channel activation, primary screen; HEK293 TMEM16A/YFP-H148Q/I152L, iodide quench fluorescence; hits give low values; Q8BHY3; hit rate 0.3% among 340,000; B-score at 10 µM;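 active = fluorescence-ratio B-score plate-corrected deviation score at least 3 library SD below zero, with starting fluorescence score within 5 deviations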;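 note: channel opened by trigger with iodide after compound preincubation; score built on the fluorescence ratio of max minus min over baseline; more negative score means more quench and so TMEM16A activation or potentiation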
MrgX1 agonist = agonists of human MrgX1 receptor; Q96LB2; MrgX1-HEK293 cells, Fluo-4 calcium fluorescence, agonist mode; hits give high values; B-score at 10 µM; hit rate 0.44% among 310,000; AID 588627;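 active = calcium response B-score plate-corrected fluorescence ratio at least 3 library SD, with starting fluorescence B-score inside 5 SD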
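Test system: HEK293 cells stably expressing human MrgX1 receptor; Input: fifteen thousand cells per well; Dosing: compound delivered in addition one of three; Schedule: overnight seeding, then 1 h dark dye loading; Technique: Fluo-4 NW calcium fluorescence; Measure: B-scored fluorescence response ratio; Controls: positive and negative controls per plate.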
An asterisk follows results filed as active; i = inactive; ? = inconclusive; nt = not tested or not shown.

structure	HDAC3 inhib	TRPC6 activator	ANO1 block	TRPC6 inhibitor	RGS4 pot	MrgX1 antag	SKKanGAS inh	RGS4 block	MrgX1 PAM	TMEM16A act	MrgX1 agonist
CC(=O)c1ccc(NC(=O)c2ccn(C(=O)OCC(C)C)n2)cc1	5	i	i	i	i	i	0	i	i	i	i
NS(=O)(=O)c1ccc(NC(=O)/C=C/c2ccccc2Cl)cc1	-7	i	i	i	i	i	-2	i	i	i	i
Cc1ccc2c(CC(=O)OCc3cc(=O)n4c(n3)sc3ccccc34)coc2c1	3	i	i	i	i	i	-1	i	i	i	i
O=C(NCCC(=O)N1CCN(c2ccccc2O)CC1)c1ccc(Br)cc1	-3	i	i	i	i	i	-13	i	i	i	i
NC(=S)NNC(=O)Nc1ccc(Cl)c(Cl)c1	5	i	i	i	i	i	-5	i	i	i	i
COc1cc(OC)nc(NC(C)=O)n1	-1	i	i	i	i	i	-3	i	i	i	i
COc1ccc(-c2nnc(SC(C(=O)c3c[nH]c4ccccc34)c3ccccc3)n2N)cc1OC (centres undefined)	nt	i	i	i	i	i	?	i	i	i	i
Cc1cccn2c(=O)c(/C=C(\C#N)S(=O)(=O)c3ccccc3)c(N3CCN(Cc4ccccc4)CC3)nc12	-5	i	i	i	-7.2*	i	-8	i	i	i	i
COc1ccc(/C=N/Nc2cc(N3CCCC3)nc(N3CCCC3)n2)cc1	1	i	i	i	i	i	19	i	i	-19*	i
CC(C)(C)NC(=O)Cn1nnnc1-c1nonc1N	-7	i	i	i	i	i	-4	i	i	i	i
O=C(Nc1cc(S(=O)(=O)N2CCOCC2)ccc1N1CCOCC1)c1ccc(Cl)nc1	-1	i	i	i	i	i	-3	i	i	i	i
N#C/C(=C\c1c(N(Cc2ccccc2)Cc2ccccc2)nc2ccccn2c1=O)C(N)=O	4	i	i	i	i	i	1	i	i	i	i
CCN1C(=O)c2cccc3cccc1c23	19	i	i	i	i	i	-6	i	i	i	i
Cc1c(OCC(=O)N(C)C)ccc2c(-c3ccccc3)cc(=O)oc12	3	i	i	i	i	i	-2	i	i	i	i
OCC1(CCCc2ccccc2)CCN(Cc2cc(F)ccc2F)CC1	-11	i	i	i	i	i	4	i	i	i	i
CCN1CCN(C(=S)c2ccc(OCC(=O)N3CCOCC3)cc2)CC1	-5	i	i	i	i	i	5	i	i	i	i
CCOC(=O)C1CCCN(C(=O)c2ccc(Cl)c(S(=O)(=O)N3CCCCCC3)c2)C1 (centres undefined)	1	i	i	i	i	i	3	i	i	i	i
CCC1CN(C(=O)N2CCC(C(=O)NCc3ccc(F)cc3)CC2)c2ccccc2O1 (centres undefined)	1	i	i	i	i	i	22	i	i	i	i
COc1ccccc1OCC(=O)Nc1ccccc1C(=O)Nc1cccc(C(=O)O)c1	5	i	i	i	i	i	-2	i	i	i	i
CCC(=O)Nc1cccc(C(=O)c2ccc(C)c(C)c2)c1	2	i	i	i	i	i	2	i	i	i	i
COc1ccc(OC)c(NC(=O)CSCc2cnn(-c3ccccc3)c2-n2cccc2)c1	2	i	i	i	i	i	-8	i	i	i	i
CC(C)CCNC(=O)c1nnc(Cc2ccc(Cl)cc2)o1	11	i	i	i	i	i	7	i	i	i	i
CC(=O)c1cccc(NS(=O)(=O)c2ccc(-c3cnc(C4CC4)o3)cc2)c1	2	i	25*	i	i	i	-8	i	i	i	i
COc1cc(/C=N/NC(=O)Cc2ccc(Br)cc2)cc(OC)c1O	-14	i	i	i	i	i	3	i	7.5*	i	i
CC(C)CNC(=O)CSc1nc2nn(-c3ccccc3)c(=O)c-2c2n1CCCCC2	4	i	i	i	i	i	8	i	i	i	i
CSCC[C@H](NC(=O)OC(C)(C)C)C(=O)N1CCC(C(=O)N[C@@H](C)C(=O)NC(C)c2ccccc2)CC1 (some centres undefined)	4	i	i	i	i	i	-1	i	i	i	i
Cn1c(=O)c2c(nc(NCCCO)n2Cc2cccc(C(F)(F)F)c2)n(C)c1=O	-14	i	i	i	i	i	-2	i	i	i	i
Nc1nc(-c2ccccc2)nn1C(=O)c1ccco1	3	i	i	i	i	i	-10	i	i	i	i
Cc1ccc(CSc2nnc(-c3ccncc3)o2)c(C)c1	-2	i	i	i	i	i	0	i	i	i	i
CC(C)OC(=O)c1cc(=O)[nH]c2ccccc12	-6	i	i	i	i	i	0	i	i	i	i
O=C(CSc1nnc(-c2ccc(C(F)(F)F)cn2)s1)c1ccccc1	-2	i	i	i	i	i	0	i	i	i	i
Cc1cccc(NS(=O)(=O)c2ccc(NS(=O)(=O)c3cccs3)cc2)c1	5	i	i	i	i	i	1	i	i	i	i
O=C(c1ccc(Br)s1)N1CCc2ccccc2C1	-11	i	i	i	i	i	-1	i	i	i	i
CCc1ccc2c(c1)C(=O)C(=O)N2CC(=O)Nc1ccc(NC(=O)c2ccccn2)cc1	5	i	i	i	i	i	3	i	i	i	i
CCc1ccc2oc(-c3ccc(NC(C)=O)cc3)nc2c1	-17	i	i	i	i	i	-16	i	i	i	i
Cc1nc(N)ncc1Sc1ccccc1	7	i	i	i	i	i	-4	i	i	i	i
Cc1ccc2nc(NC(=O)COC(=O)c3ccccn3)sc2c1	1	i	i	i	i	i	1	i	i	i	i
Cc1ccc(S(=O)(=O)N2CCCC2C(=O)OCc2nc3ccccc3s2)cc1 (centres undefined)	0	i	i	i	i	i	-7	i	i	i	i
COc1ccc(-c2c[n+]3c(n2-c2ccc(C)cc2)CCCCC3)cc1	-5	i	25*	i	i	i	10	i	i	i	i
Cc1ccccc1NC(=O)Cc1nc(COC(=O)c2ccc(O)cc2O)cs1	-6	i	i	i	i	i	1	i	i	i	i
COc1ccc(N(CC(=O)NC2CCCC2)C(=O)CCC(=O)Nc2cc(C)on2)c(OC)c1	?	i	i	i	i	i	-4	i	i	i	i
COC(=O)c1sccc1NC(=O)c1c(F)c(F)c(F)c(F)c1F	-1	i	i	i	i	i	-4	i	i	i	i
O=C(NCc1ccc(-c2csnn2)cc1)c1cc(Cl)cc(Cl)c1	2	i	i	i	i	i	0	i	i	i	i
Cc1oc(-c2ccc(Cl)cc2)nc1CN1CCCN(C(=O)c2ccco2)CC1	2	i	i	i	i	i	0	i	i	i	i
CC(C)(C)OC(=O)N1CCC(c2cc(-c3cccs3)n[nH]2)CC1	6	i	i	i	i	i	0	5*	i	i	i
O=C1c2cccc3cccc(c23)C(=O)N1CCCN(C(=O)c1cccs1)c1cccc(F)c1	5	i	i	i	i	i	14	i	i	i	i
CSc1nnc(CCNC(=O)OC(C)(C)C)o1	3	i	i	i	i	i	-2	i	i	i	i
COc1cc2c(cc1OC)C(COc1ccc(F)cc1)NCC2 (centres undefined)	-2	i	i	i	i	i	-10	i	i	i	i
Cn1cccc1CC(=O)NNC(=O)Nc1ccc(Cl)cc1	4	i	i	i	i	i	-10	i	i	i	i
COc1ccc(CN2CCN(C(=O)c3ccco3)CC2)cc1OC	-6	i	i	i	i	i	-3	i	i	i	i
CN(CC1CCOCC1)C(=O)CC1C(=O)NCCN1C/C=C/c1ccccc1 (centres undefined)	-13	i	i	i	i	i	0	i	i	i	i
CCc1nccn1S(=O)(=O)c1cc(OC)ccc1OC	0	i	i	i	i	i	4	i	i	i	i
COc1ccc(-n2nc3cc(C)c(NC(=S)NC(=O)c4ccccc4C)cc3n2)cc1	-4	i	i	i	i	i	-12	i	i	i	i
CCSc1ncc(Cl)c(C(=O)Nc2ccccc2)n1	nt	i	i	i	i	i	-7	i	i	i	i
Cc1cc(C)nc(SCc2ccc(C(=O)NN=C3C4CC5CC(C4)CC3C5)cc2)n1	10	i	i	i	i	i	3	i	i	i	i
CN1C=CC2=C(C#N)C(N)C(C#N)(C#N)C(c3ccccc3)C2C1 (centres undefined)	-7	i	i	i	i	i	-2	i	i	nt	i
O=C(O)c1cc([N+](=O)[O-])c(N2CCCC2)c([N+](=O)[O-])c1	0	i	i	i	i	i	26	i	i	i	i
COc1ccccc1NC(=O)Cn1cc(C(=O)C2CC2)c2ccccc21	-10	i	i	i	i	i	0	i	i	i	i
CC1=NN(C(=O)Cc2ccc([N+](=O)[O-])cc2)C(O)(c2cccnc2)C1 (centres undefined)	1	i	i	i	i	i	5	i	i	i	i
CCOC(=O)Nc1ccc2c(c1)N(C(=O)CCN(CC)CC)c1ccccc1CC2	-3	i	i	i	i	i	1	i	i	i	i

The list goes on:
structure	HDAC3 inhib	TRPC6 activator	ANO1 block	TRPC6 inhibitor	RGS4 pot	MrgX1 antag	SKKanGAS inh	RGS4 block	MrgX1 PAM	TMEM16A act	MrgX1 agonist
O=c1ccn(-c2ccccc2)[nH]1	1	i	i	i	i	i	11	i	i	i	i
Cc1cc(NC(=O)CCC(=O)N(Cc2ccco2)C(C(=O)NCC2CCCO2)c2ccncc2)no1 (centres undefined)	-1	i	i	i	i	i	-1	i	i	i	i
Nc1c(C(=O)Nc2ccc(Br)cc2)sc2nc(-c3ccco3)ccc12	-2	i	i	i	i	i	36	i	i	i	i
O=[N+]([O-])c1cccc(NN=Nc2ccccc2)c1	6	i	i	i	i	i	6	i	i	i	i
Cc1cc(C)n(CCCN2CCC(C(=O)Nc3cccc(-c4cccc(F)c4)c3)CC2)n1	-2	i	i	i	i	i	1	i	i	i	i
O=C(c1cc2ccccn2n1)N1CCN(c2ccccn2)CC1	?	i	i	i	i	i	2	i	i	i	i
Cc1ccc(S(=O)(=O)N(C)c2ccc(C(=O)Nc3ccccc3C(=O)N3CCOCC3)cc2)cc1	-1	i	i	i	i	i	4	i	i	i	i
Cc1ccc(C)c2nc(Cl)c(C#N)cc12	-1	i	i	i	i	i	2	i	i	i	i
